# Bioassay records deposited in PubChem BioAssay by National Center for Advancing Translational Sciences (NCATS).
# TSHR antagonist – Antagonists of the Thyroid Stimulating Hormone Receptor: HTS campaign; Thyrotropin receptor (Homo sapiens), P16473; TSHR-expressing cells, TSH-stimulated cAMP HTRF, 2 h; active compounds read low; activity change, negative = inhibition, % at 11.5 µM; actives 0.2% (n = 330,000);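 active means activity change below a set negative limit, meaning inhibition stronger than a set level, cut at about -70% in these data; inconclusive means activity change between two set negative limits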; further: on the % scale 0 is the no-effect control and ±100 the full control effect
#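 Read-out is FRET at 665 nm (cryptate excitation 337 nm) from a cryptate-tagged anti-cAMP antibody, competed by cell cAMP against cAMP-d2. Compounds are tested on freshly harvested TSHR cells challenged with 4nM TSH (EC80) for 2 hours at 37 deg C.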
# Chronic BCR inh – qHTS Assay to Find Inhibitors of Chronic Active B-Cell Receptor Signaling; ABC-DLBCL IkBa-CBG/CBR reporter, luminescence ratio, 4 h; Potency, µM (titrated, usually from 46.1 µM), without a hit: at the highest dose ratio change, negative = lower green/red ratio, hits mostly inhibitors; actives 0.05% (n = 340,000); active means well fitted inhibition curve with a large enough effect in the signal ratio, with a control signal flat, not every such curve was filed as active; inconclusive means small, poorly fitted or top-dose-only effect, or effect the other way, or a change in a side signal; the % refers to the signal ratio;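 further: potency means the concentration at half of the fitted maximal effect; plate controls were basal doxycycline-induced cells for no effect and cells given 10 µM MG132 for full effect; MG132 reads +100%, hits lower the ratio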
#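 Concentration-response series (up to 46 uM) were applied to TMD8 dual-reporter cells for 4 h at 37C with doxycycline. Green/red ratio, after filter-overlap correction, defined %Activity; red signal alone was normalised to basal cells and zero luminescence.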
# TSG101-PTAP inh – qHTS Assay for Iinhibitors of HIV-1 Budding by Blocking the Interaction of PTAP/TSG101. Tumor susceptibility gene 101 protein (Homo sapiens), Q99816. Fluorescence polarization, FITC-PTAP peptide / Tsg101 binding. Potency, µM (titrated, usually from 115 µM), inactives show at the top dose activity change, negative = inhibition, most hits filed as inhibitors. 340,000 tested, under 10 active; active means well fitted inhibition curve with a large enough effect in the main read-out, with a control signal flat, not every such curve was filed as active; inconclusive means small, poorly fitted or top-dose-only effect, or effect the other way, or a change in a side signal; inactive means no such curve, though single readings can be large or run the other way; further: potency means the concentration at half of the fitted maximal effect; % of control where 0% means no effect
# Target sequence (Q99816 whole entry, looked up): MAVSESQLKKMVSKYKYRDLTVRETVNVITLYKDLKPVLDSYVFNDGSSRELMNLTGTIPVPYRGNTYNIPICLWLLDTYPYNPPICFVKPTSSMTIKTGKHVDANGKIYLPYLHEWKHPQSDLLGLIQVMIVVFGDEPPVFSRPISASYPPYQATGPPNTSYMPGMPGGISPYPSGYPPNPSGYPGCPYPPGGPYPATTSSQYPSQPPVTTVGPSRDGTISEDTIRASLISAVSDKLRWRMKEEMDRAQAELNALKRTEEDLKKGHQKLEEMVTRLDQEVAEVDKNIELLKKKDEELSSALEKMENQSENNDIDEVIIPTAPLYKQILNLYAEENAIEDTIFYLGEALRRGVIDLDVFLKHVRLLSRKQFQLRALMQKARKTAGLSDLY
#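 Fluorescence anisotropy tracks displacement of a FITC-tagged PTAP peptide (50 nM) from the Tsg101 binding domain (10 uM), following a 20 min room-temperature incubation at pH 7.5.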
# B2AR arrestin – qHTS assay of beta-arrestin-biased ligands of beta2-adrenergic receptor; Beta-2 adrenergic receptor (Homo sapiens), P07550; beta-arrestin recruitment to beta2AR, cell-based reporter; Potency, µM (highest dose often 46.1 µM), for the others: at the top dose activation, most hits filed as activators; actives 0.02% (n = 330,000);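 further: potency means the concentration at half of the fitted maximal effect; 0% = DMSO controls and full agonism = EC100 isoproterenol or metaproterenol; nearly all actives have a fitted effect of over 65% in size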
# ELG1 DNA repair – qHTS screen for small molecules that inhibit ELG1-dependent DNA repair in human embryonic kidney (HEK293T) cells expressing luciferase-tagged ELG1 | Potency, µM (series often up to 46.1 µM), for the others: top-dose activity change, negative = inhibition, usual class: inhibitors | actives 2.3% (n = 330,000) | HEK293T ELG1-luciferase reporter, luminescence, 16 h; DNA damage induced by 5-fluorouridine | AID 504467, 2011; further: potency means the concentration at half of the fitted maximal effect; on the % scale 0 is the no-effect control and ±100 the full control effect; nearly all actives have a fitted effect of over 55% in size
#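 Step one: seed 2,000 cells per well. Step two: pin-transfer compound or DMSO alongside 5-fluorouridine. Step three: incubate 16 hr, 37 °C, 5% CO2. Step four: add ONE-Glo, wait 30 min, read luminescence.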
# Mito fusion yeast – qHTS Assay for Small Molecule Inhibitors of Mitochondrial Division or Activators of Mitochondrial Fusion. Potency, µM (titrated, usually from 46.1 µM), without a hit: top-dose growth rescue (activation), actives largely listed as activators. S. cerevisiae fusion-defective mutant growth rescue, CellTiterGlo 48 h. actives 0.23% (n = 320,000);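 further: potency means the concentration at half of the fitted maximal effect; % of control where 0% means no effect; nearly all actives have a fitted effect of over 45% in size; temperature-sensitive fusion mutants such as fzo1-1 at 37 °C on non-fermentable ethanol glycerol medium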
#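 Compounds are tested for their ability to restore growth of mitochondrial fusion-defective yeast strains at non-permissive 37C in YPEG medium over 48 hours. Viability is quantified by luciferase luminescence.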
# USP2a block – qHTS Assay for Inhibitors of Ubiquitin-specific Protease USP2a Using CHOP2 as the Reporter | Ubiquitin carboxyl-terminal hydrolase 2 (Homo sapiens), O75604 | USP2 core, Ub-CHOP2 coupled fluorogenic reporter, 485/531 | Potency, µM (doses to about 38.3 µM), inactives show at the highest dose activity change, negative = inhibition, actives largely listed as inhibitors | actives 0.01% (n = 330,000);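 further: potency means the concentration at half of the fitted maximal effect; plate controls were DMSO wells for no effect and full inhibition by NEM control for full effect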
#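 Deubiquitinase activity read as fluorescence (485/531 nm) after Ub-CHOP2 cleavage activates the enterokinase reporter on its substrate; USP2 core 10nM, Ub-CHOP2 and substrate 25nM each, 30min compound preincubation then 60min RT; data normalized to NEM, curves fitted.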
# uPA surface inh – qHTS for Inhibitors of Cell Surface uPA Generation. cell surface uPA generation assay, qHTS. AID 540303, 2011. actives 0.31% (n = 330,000). Potency, µM (doses to about 38.3 µM), for inactives: at the highest dose activity change, negative = inhibition, usual class: inhibitors; active means well fitted inhibition curve with a large enough effect; inconclusive means small, poorly fitted or top-dose-only effect; inactive means no such curve, though single readings can be large or run the other way; tested in mouse RAW 264.7 cells; further: potency means the concentration at half of the fitted maximal effect; on the % scale 0 is the no-effect control and ±100 the full control effect; nearly all actives have a fitted effect of over 55% in size
# TCR act – Activators of T cell receptors: qHTS campaign; AID 504894, 2011; primary human leukocytes, anti-CD3, IL-2 HTRF, 48 h; 330,000 tested, under 10 active; Potency, µM (doses to about 9.22 µM), for the others: top-dose activation of IL-2 secretion, actives largely listed as activators; further: % of control where 0% means no effect
#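 IL-2 produced over 48 hr by a-CD3 bead-stimulated primary human leukocytes exposed to compounds was detected with a homogeneous time-resolved FRET immunoassay, 665nm acceptor signal after 320nm excitation.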
# Tb PFK inh – qHTS Assay to Find Inhibitors of T. brucei phosphofructokinase | Potency, µM (highest dose often 57.5 µM), for inactives: top-dose activity, negative = inhibition, hits mostly inhibitors | T. brucei PFK, ADP-Glo luminescence | actives 0.17% (n = 330,000) | ATP-dependent 6-phosphofructokinase (Trypanosoma brucei brucei), O15648 | AID 485367, 2010;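 further: potency means the concentration at half of the fitted maximal effect; 0% = uninhibited 1x PFK enzyme wells and -100% = no-enzyme wells; nearly all actives have a fitted effect of over 60% in size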
#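 Activity is normalized to no-enzyme wells (full inhibition) and 1.25 nM enzyme wells (no inhibition). Reaction: 0.5 mM F6P, 0.1 mM ATP, 45 min RT, ADP-Glo luminescence; concentration-response curves fitted and classed by quality.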
# Eya2 phos inh – qHTS Assay for Inhibitors of the Phosphatase Activity of Eya2; Protein phosphatase EYA2 (Homo sapiens), O00167; recombinant Eya2, OMFP fluorescence dephosphorylation (OMFP is methylfluorescein phosphate); Potency, µM (top dose mostly 76.9 µM), without a hit: at the highest dose activity, negative = inhibition, actives largely listed as inhibitors; actives 0.006% (n = 330,000); further: potency means the concentration at half of the fitted maximal effect; on the % scale 0 is the no-effect control and ±100 the full control effect
# Target sequence (O00167 whole entry, looked up): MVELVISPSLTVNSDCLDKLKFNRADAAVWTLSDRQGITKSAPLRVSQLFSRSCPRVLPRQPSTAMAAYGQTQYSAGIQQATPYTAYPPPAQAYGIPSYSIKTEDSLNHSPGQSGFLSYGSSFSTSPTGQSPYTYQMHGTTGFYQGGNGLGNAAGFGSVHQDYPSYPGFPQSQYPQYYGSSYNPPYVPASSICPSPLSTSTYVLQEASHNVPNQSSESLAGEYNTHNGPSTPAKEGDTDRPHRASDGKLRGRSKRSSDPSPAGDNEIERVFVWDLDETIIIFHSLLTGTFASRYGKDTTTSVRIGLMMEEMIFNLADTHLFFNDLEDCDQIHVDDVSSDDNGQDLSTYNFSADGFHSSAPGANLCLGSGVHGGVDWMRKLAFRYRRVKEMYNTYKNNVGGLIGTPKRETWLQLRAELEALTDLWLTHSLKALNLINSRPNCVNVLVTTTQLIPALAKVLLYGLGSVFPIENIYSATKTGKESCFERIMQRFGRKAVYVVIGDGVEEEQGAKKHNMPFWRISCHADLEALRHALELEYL
#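 Eya2 protein (added as 0.2 uM solution) was preincubated with compound for 10 min at ambient temperature in 50 mM HEPES pH 7.5, 50 mM NaCl, 5 uM MgCl2, 0.05% BSA, 1 mM DTT. OMFP (added at 50 uM) then reacted 10 min; fluorescence read at 485/525 nm.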
# * marks the source's active call; other numbers are inactive results; ? = inconclusive; · = not tested or not shown; [ ] = another dose, or the depositor's remark. Unless noted, the call rests on the fitted dose curve; in most records, active means well fitted curve in the direction sought with a large enough effect; inconclusive means small, poorly fitted or top-dose-only effect, or another doubt; inactive means no such curve, though single readings can be large; an effect the other way counts as inactive or inconclusive.
smiles	TSHR antagonist	Chronic BCR inh	TSG101-PTAP inh	B2AR arrestin	ELG1 DNA repair	Mito fusion yeast	USP2a block	uPA surface inh	TCR act	Tb PFK inh	Eya2 phos inh
COC(C[C@@H](O)CC(=O)[C@@H](C)OCc1ccccc1)OC	10	-2%	0%	-0.6%	7%	4%	-12%	2%	-1%	1%	10%
CN(C)c1nc(Oc2ccc(OCCOc3ccccc3)nn2)nc(N(C)C)n1	4	-6%	-9%	0.2%	6%	0%	-1%	14%	7%	0%	-7%
COc1cc(SC)ccc1C(=O)Nc1ccc2c(c1)OCCO2	-16	?	0%	-0.7%	?	6%	2%	?	-4%	-3%	-4%
Cc1ccc(NC(=O)C2CCN(S(=O)(=O)c3ccc4c(c3)NC(=O)C(C)S4)CC2)c(C)c1 (stereo unspecified)	-12	2%	6%	-0.2%	?	1%	0%	-9%	5%	5%	10%
OCC(CO)(CO)NCc1ccc(-c2ccccc2)cc1	4	-3%	-1%	-0.5%	15%	-6%	4%	-1%	1%[46.1 µM]	-14%	2%
COc1ccc(CSCC(=O)N/N=C/c2ccccc2OCc2ccccc2)cc1	-5	?	-3%	0.0%	?	-6%	0%	4%	-10%	2%	6%
Cc1ccc(C)c(OCCn2ccnc2)c1	19	-1%	-4%	-0.3%	-4%	-6%	0%	-5%	5%	?	-13%
CC(=O)Nc1ccc(S(=O)(=O)N2CCN3CCCC3C2)cc1 (stereo unspecified)	1	6%	-11%	-0.1%	14%	1%	-2%	13%	-2%	1%	2%
N/C(=N\OC(=O)C1CCCCC1)c1cccnc1	3	5%	-7%	0.5%	22%	0%	1%	·	-1%	-4%	19%
Cc1ccc(NC(=O)Cc2nc(COC(=O)C(C)NS(=O)(=O)c3ccc(C)cc3)cs2)cc1 (stereo unspecified)	-2	?	0%	-0.4%	17%	1%	-2%	14%	4%	1%	13%
CSc1ccccc1NC(=O)CN(C)CC(=O)Nc1ccc(Cl)cc1[N+](=O)[O-]	8	-25%	0%	0.1%	·	-6%	-3%	4%	-8%	-8%	4%
CCOC(=O)c1ccc(N2N=C(C)/C(=C/C=C/c3ccco3)C2=O)cc1	-4	?	-2%	0.1%	14%	-5%	-5%	0%	6%[46.1 µM]	1%	-1%
Cc1cccc(NC(=O)c2ccc3c(c2)C(=O)N(c2ccccc2C)C3=O)n1	?	6%	-3%	0.2%	2%	10%	0%	6%	0%	3%	9%
NC(=O)CSc1nnc(COc2ccccc2)n1CCc1ccccc1	-9	0%	-4%	0.1%	-12%	0%	0%	-8%	·	1%	5%
Cc1cc(C(=O)N/N=C/c2ccc(N(C)C)cc2)c2ccccc2n1	-10	?	-1%	-0.1%	9%	11%	5%	-12%	-2%	-1%	7%
On1c(-c2ccccc2Cl)nc2ncccc21	-6	0%	-8%	-1.4%	-2%	-9%	2%	1%	-5%	2%	-12%
CCN(CC)C(=O)Nc1ccccc1C	-3	-13%	-2%	-0.9%	0%	-2%	-1%	-2%	0%	-3%	-21%
COCCN(C(=S)Nc1c(C)cccc1C)C(C)c1cccnc1 (stereo unspecified)	11	0%	-2%	0.5%	-4%	-6%	0%	-1%	3%[46.1 µM]	-2%	2%
COC(CNC(=O)c1ccc2c(c1)ncn2-c1cccc(F)c1)OC	5	-4%	-3%	0.1%	10%	0%	2%	3%	-6%	-3%	-4%
Cc1ccc(S(=O)(=O)NCCCC(=O)N2CCC(C)CC2)cc1	4	5%	-4%	-0.6%	24%	1%	0%	0%	-2%	2%	-4%

# The last 2 entries of the section above lead into the next.
smiles	TSHR antagonist	Chronic BCR inh	TSG101-PTAP inh	B2AR arrestin	ELG1 DNA repair	Mito fusion yeast	USP2a block	uPA surface inh	TCR act	Tb PFK inh	Eya2 phos inh
COC(CNC(=O)c1ccc2c(c1)ncn2-c1cccc(F)c1)OC	5	-4%	-3%	0.1%	10%	0%	2%	3%	-6%	-3%	-4%
Cc1ccc(S(=O)(=O)NCCCC(=O)N2CCC(C)CC2)cc1	4	5%	-4%	-0.6%	24%	1%	0%	0%	-2%	2%	-4%
Cc1ccc(-n2cc(C(=O)c3ccccc3O)cn2)cc1	-9	?	-1%	0.1%	?	-3%	0%	-4%	-5%	-1%	-2%
Nc1ncnc(Nc2ccccc2Cl)n1	31	-6%	-5%	0.5%	?	2%	0%	-10%	-1%	3%	-3%
COc1cc(NC(=O)c2ccc3c(c2)OCO3)c2ncccc2c1	-41	?	0%	-0.5%	?	1%	-1%	4%	-3%[46.1 µM]	3%	-19%
CC(=O)Nc1nc(C)c(C(C)C)s1	14	-3%	-4%	-0.1%	0%	4%	0%	1%	-4%	11%	12%
O=C(NNC(=O)C1CCCC1)c1ccccc1F	-6	-28%	4%	0.0%	17%	-3%	0%	0%	0%	0%	-3%
COc1cccc(-c2nc(NC(C)(C)C)c3ccccc3n2)c1O	25	7%	0%	0.0%	?	6%	3%	-3%	4%	-3%	-3%
COc1cccc(NS(=O)(=O)c2ccc(OC)c(OC)c2)c1	0	?	-7%	-0.1%	?	-1%	0%	·	-2%	-1%	15%
CN(C)CCn1c(=O)n(Cc2ccccc2)c(=O)c2c3c(sc21)CCCCC3	-3	0%	-3%	-0.1%	2%	-29%	-6%	3%	7%	4%	?
O=C(COC(=O)C1CCN(S(=O)(=O)c2ccc(Cl)c(C(F)(F)F)c2)CC1)NCc1ccco1	9	3%	-2%	0.2%	2%	-2%	0%	1%	-15%	-1%	9%
CCCn1c2ccccc2c2nnc(SCc3[nH]c(=O)[nH]c3C(=O)CCCCC(=O)OCC)nc21	-4	?	3%	0.2%	7%	-16%	0%	-3%	0%[46.1 µM]	-3%	5%
NNc1nc(-c2ccccc2Cl)nc2ccccc12	-4	-9%	-1%	-3.8%	-11%	0%	-1%	9%	·	-1%	2%
Cc1ccc2c(c1)nnn2C1CCN(S(C)(=O)=O)CC1	-5	-4%	-5%	0.2%	-3%	8%	-3%	1%	6%	1%	11%
CC(=O)Nc1ccc2c(CSc3nnc(-c4cccnc4)n3-c3ccc(C)cc3C)cc(=O)oc2c1	-5	-6%	-2%	0.0%	9.2µM*	3%	-1%	1%	-3%[46.1 µM]	3%	-2%
Cc1ccc(S(=O)(=O)NC(=O)COc2ccccc2)cc1	-1	?	0%	-0.1%	15%	-4%	0%	2%	1%	4%	-12%
COC(=O)CSc1nc(C2CC2)nc2ccccc12	-22	-1%	-2%	0.1%	1%	4%	-1%	0%	-2%	1%	-12%
Cc1nc(NC(=O)C2CC2)sc1C(=O)N(C)C	24	-28%	-7%	-1.2%	12%	-3%	-2%	-2%	4%[46.1 µM]	0%	6%
COC(=O)c1ccc(C)c(NC(=O)CSc2sc3c(O)cc(=O)[nH]c3c2C#N)c1	-9	-13%	0%	0.1%	15%	2%	-2%	0%	-1%	3%	0%
Cc1cccc(C2c3[nH]c4ccccc4c3CCN2Cc2ccc(C)s2)n1 (stereo unspecified)	1	-10%	-1%	-1.2%	-5%	-5%	0%	5%	-6%	5%	9%
